Screening data from PubChem BioAssay.
Autophagy mod – modulators of autophagy; calls only at 10 µM (by protocol); AID 463193; MEF GFP-LC3 puncta imaging; test concentration mostly 10 µM; 190,000 compounds, 0.98% hits;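 active = percentage of spot-positive cells more than 3 SD above its plate mean, without a fluorescence outlier flag or 80% toxicity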;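 also: spot-positive cell cutoff set from DMSO-treated cells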
Insulin prom up – MIN6 insulin promoter up-regulation; MIN6 insulin promoter-GFP reporter, high-content imaging; stronger effect = higher value; z-score at 5 µM; 190,000 compounds, 0.3% hits;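 active = z-score above 3 at 5 µM with at least 500 cells counted in the well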
Dynein transport – blocks dynein driven cargo transport along microtubules. 3617.4 mouse cells, GR-EGFP nuclear translocation imaging; test concentration mostly 20 µM; stimulated with dexamethasone, 1 µM; stronger effect = lower value. z-score, hits read low. 220,000 compounds, 0.47% hits;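 active = plate z-score of nuclear minus cytoplasmic receptor signal below a set negative limit, without overly bright fluorescence or cell loss, cut at about -3.5 in these data, passing the limit was not always enough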;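 also: z-score of nuclear minus cytoplasmic ring GR-EGFP intensity difference per well; some compounds called inactive have numbers as strong as hits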
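Medium: Induction medium lacking tetracycline, stripped serum | Probe or stimulus: 1.0 µM final dexamethasone stimulus | Schedule: 48 h induction, then 1 h compound, then 30 min agonist, 37 °C | Signal: Automated 10x imaging of fixed Hoechst-stained cells | Evaluation: Per-cell GR-EGFP intensity, nucleus versus surrounding cytoplasmic ring, well-averaged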
MT stabilize HCS – microtubule stabilizers in HeLa cells; HeLa tubulin immunostaining HCS, 24 h; share of cells brighter than vehicle mean+2SD; 200,000 compounds, 0.83% hits; % tubulin-high responders, % at 10 µM; AID 2205;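 active = plate Z-score above 3 for both tubulin-high and condensed-nucleus cell shares, with cell loss under 80%, at 10 µM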;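 also: anti alpha tubulin signal scored within the nucleus-defined area of each cell; some results filed as inactive read as strong as hits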
Lipid droplet – hepatic lipid droplet formation modulation | AML12 mouse hepatocytes, oleate lipid droplets, BODIPY imaging | inhibition, % at 6.5 µM | 240,000 compounds, 0.4% hits;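 active = lipid droplet intensity inhibited by at least 50%, with more than 500 cells counted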
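Assay system: AML12 mouse liver cells | Compound: 6.5 µM single-point dosing | Schedule: Overnight exposure | Technique: Fluorescence imaging, 20x objective, two fields per well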
CSM14.1 death rescue – rescue of cells from ER stress-induced death, primary screen, 384-well, CSM14.1, thapsigargin, ATP luminescence (AID 1222). CSM14.1 thapsigargin-induced death rescue, ATP luminescence; higher % means a stronger effect. 190,000 tested, under 10 active. cellular ATP content (survival), % at 20 µM, or EC50 in µM where a hit was titrated;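 active = EC50 below 50 µM in the dose-response confirmation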;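 also: death triggered by thapsigargin at about 15 µM added after 2 h compound pretreatment; cell ATP read after overnight thapsigargin exposure of roughly 18 to 22 hours; normalized against plate controls of thapsigargin alone and 5% DMSO vehicle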
WT yeast gro inh – growth inhibition of WT yeast, mitochondrial fusion screen; inhibition, % at 10 µM; mitochondrial fusion phenotypic screen, WT strain; 190,000 compounds, 2.1% hits; AID 1362; in the data active = inhibition above about 58%; tested in S. cerevisiae
b-catenin transl – modulators of beta-catenin nuclear translocation; nuclear translocation activity, % at 5 µM; 190,000 compounds, 0.3% hits; HeLa beta-catenin nuclear translocation, immunofluorescence imaging;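 active = nuclear translocation activity above 50% at 5 µM, with a well cell count of 50 or more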;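 also: per-cell ratio of nuclear to cytoplasmic median beta-catenin stain intensity; plate controls were DMSO negative control for no effect and GSK-3 inhibitor IX positive control for full effect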
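Test system: human HeLa cells, endogenous beta-catenin. Times: 24 h compound exposure, 37°C. Measured by: beta-catenin immunofluorescence imaging with DAPI.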
XIAP displacement – XIAP antagonists, biochemical, IAP family, fluorescence polarization (AID 1018); XIAP BIR domain, fluorescence polarization peptide displacement; higher % means a stronger effect; displacement, % at 20 µM, or IC50 in µM where a hit was titrated; 200,000 compounds, 0.007% hits; in the data active = displacement above about 50%; also: a part of the inactive calls stands beside numbers as strong as those of hits
WT yeast gro inh mutant strain – second read-out of WT yeast gro inh, no call of its own (marks repeat the call); inhibition, %; mitochondrial fusion phenotypic screen, mutant strain inhibition
Dynein transport cytoplasmic EGFP – recorded beside Dynein transport, whose call it bears; z-score; measured here: cytoplasmic GR-EGFP intensity; stronger effect = higher value
Dynein transport nuclear GR-EGFP – also measured in Dynein transport; calls as there; z-score; measured here: nuclear GR-EGFP intensity;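 lower value marks the stronger effect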
Dynein transport cell count – also measured in Dynein transport; calls as there; z-score; measured here: cell count per field
Insulin prom up cell count – second read-out of Insulin prom up, no call of its own (marks repeat the call); cell count; measured here: cytotoxicity, nuclei count;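 total cells summed across four imaged fields per well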
Lipid droplet cells 6.5 µM – recorded beside Lipid droplet, whose call it bears; cell count; measured here: cell count, cytotoxicity flag;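 cells counted across two imaged fields per well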
b-catenin transl cell count 5 µM – recorded beside b-catenin transl, whose call it bears; cell count; measured here: cell count, cytotoxicity flag
MT stabilize HCS Hoechst-high % – also measured in MT stabilize HCS; calls as there; % Hoechst-high responders; measured here: nuclear condensation Hoechst responders;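 share of cells brighter than vehicle mean plus two SD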
MT stabilize HCS cytotoxicity % – also measured in MT stabilize HCS; calls as there; toxicity, %; measured here: cytotoxicity by cell density;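 0% = mean cell density of plate MIN control wells and 100% = no cells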
Autophagy mod cell loss 18 h – second read-out of Autophagy mod, no call of its own (marks repeat the call); toxicity, %; measured here: cell loss, nuclei count;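 cell loss after 18 h compound exposure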
Numbers without * were called inactive; i = inactive; · = no result given; + = active, no number. The order is random; overall some 4% were active at least once.

SMILES	Autophagy mod	Autophagy mod cell loss 18 h	Insulin prom up	Insulin prom up cell count	Dynein transport	Dynein transport cytoplasmic EGFP	Dynein transport nuclear GR-EGFP	Dynein transport cell count	MT stabilize HCS	MT stabilize HCS Hoechst-high %	MT stabilize HCS cytotoxicity %	Lipid droplet	Lipid droplet cells 6.5 µM	CSM14.1 death rescue	WT yeast gro inh	WT yeast gro inh mutant strain	b-catenin transl	b-catenin transl cell count 5 µM	XIAP displacement
COc1ccc(Oc2coc3cc(OC(=O)c4cncc(Br)c4)ccc3c2=O)cc1	+	-11.8*	-0.09	1575	0.093	-0.312	-0.383	0.446	3.8	1.8	9.3	·	·	0.1%	-13.6	-11.5	-2.8	999	-0.7%
COc1ccc(C(=O)Nc2nc(N)n(-c3ccccc3)n2)cc1	i	12.5	0.15	1224	-0.47	-0.117	0.658	-0.16	2.9	3.0	9.1	15.5	761	-4.8%	1.8	-7.8	-1.2	550	-6.5%
Cc1ccc(NC(=O)CSc2nc(C)c(Cc3ccccc3)c(=O)[nH]2)cc1C	i	13.0	-0.06	1262	1.07	-0.336	0.804	0.189	3.5	1.4	9.5	-11.9	670	-1.1%	-5.1	6.4	-1.0	1052	-7.9%
CCC(C)NC(=O)c1ccccc1C(=O)NC(C)CC (stereo not drawn)	i	22.0	·	·	0.384	1.11	0.338	-0.0455	1.0	1.7	6.8	3.1	706	1.5%	2.2	4.4	·	·	-1.3%
Cc1cc2c(C)cc(=O)[nH]c2cc1NC(=O)CCl	·	·	1.37	1030	-0.95	-0.183	-0.425	0.0841	·	·	·	-10.1	657	·	·	·	3.9	1268	·
COc1ccc(N2C(=O)C3CCCN3C2c2cccc(OC)c2OC)cc1 (stereo not drawn)	i	5.8	-0.19	756	-0.639	-0.0956	-0.27	0.727	8.3	3.2	4.8	·	·	1.2%	-7.3	2.3	·	·	-6.0%
COc1ccc(C(=O)CSc2nnc(CNC(=O)c3ccc(OC)c(OC)c3)n2C)cc1	i	2.5	0.43	1281	-0.242	0.263	0.165	-0.674	3.3	1.6	1.7	0.7	755	-2.4%	15.3	4.0	-1.9	1143	-5.8%
Nc1c(C(=O)Nc2ccc(F)cc2)nnn1-c1cccc(C(F)(F)F)c1	i	-35.3	·	·	-0.461	-0.268	-0.218	0.504	3.7	1.9	4.9	-35.3	718	-2.6%	10.3	-8.0	-0.6	1091	-1.1%
Cc1ccc(CNS(=O)(=O)c2ccc3c(c2)n(C)c(=O)c(=O)n3C)cc1	i	16.3	0.35	1477	-0.101	-0.272	0.294	0.0101	3.5	1.7	4.0	18.1	708	0.5%	-4.3	-2.2	-5.2	1100	-3.9%
COc1ccc(-c2nn(-c3ccccc3)cc2C(=O)N2CCOCC2)cc1	i	6.2	1.36	1202	0.394	0.195	0.742	-0.0476	3.4	2.1	10.8	·	·	0.7%	6.4	4.8	-2.0	733	-5.2%
C=CCn1c(SCC(=O)c2cccs2)nc2sc(C)c(C)c2c1=O	i	13.1	·	·	0.684	0.00945	0.315	0.655	2.1	1.5	7.5	-13.9	653	18.6%	-1.9	6.0	-1.9	552	-1.8%
COc1cc(C(=O)Nc2ccc(-c3nc4cc(C)ccc4o3)c(O)c2)cc(OC)c1OC	i	1.1	-1.18	1623	-0.274	0.386	0.247	-1.31	14.4	3.5	28.5	·	·	-8.0%	-7.7	19.9	4.5	1337	0.6%
Cn1cccc1CC(=O)NNC(=S)NC(=O)c1ccccc1Br	i	-4.8	-0.28	1351	-0.481	-0.146	-0.843	-0.234	2.7	2.3	6.5	4.8	667	-1.9%	-10.9	-28.7	-0.2	1092	-3.2%
COc1ccc(Cl)cc1S(=O)(=O)N1CCN(CC(=O)C(C)(C)C)CC1	i	-52.7	-0.32	1929	-0.693	-0.234	-0.526	0.3	2.7	3.2	11.4	19.9	633	-1.9%	19.8	24.8	-0.2	1000	-4.1%
C/C(=N\NC(=O)c1ccc(Cn2cc(Br)cn2)o1)c1cccc(NC(=O)C(C)(C)C)c1	i	-0.9	-0.06	1119	-0.86	-0.236	-0.584	0.255	1.6	4.3	9.8	-7.4	684	-0.7%	-15.8	-6.5	·	·	-8.8%
Clc1ccc(/C=C/c2nc(Cl)c(-c3ccc(Cl)cc3)c(Cl)n2)cc1	·	·	-0.67	1074	-1.14	-0.234	-0.637	0.667	·	·	·	8.3	760	·	·	·	1.6	1237	·
CCOc1ccc(-n2cc(C(=O)Nc3cccc(Cl)c3)c3cc(OC)c(OC)cc3c2=O)cc1	i	-2.9	-0.27	902	0.505	0.191	0.252	-1.51	1.5	2.1	22.1	-2.0	795	0.6%	1.3	-4.1	·	·	-1.9%
CC(=O)Nc1ccccc1C(=O)C(=O)Nc1cccc(C(=O)N2CC(C)CC(C)C2)c1 (stereo not drawn)	i	15.5	0.02	1293	0.734	-0.228	0.108	0.535	23.8	3.4	51.6	35.8	654	-0.7%	-1.6	-0.2	-2.3	1084	-7.2%
COc1ccc(-c2cn3ccc4ccccc4c3n2)cc1	i	-3.0	0.68	1230	0.238	-0.214	0.139	-0.175	2.9	1.9	3.4	-11.3	697	-3.7%	23.6	8.7	-5.2	553	-9.5%
CN(C)/C=C1\N=C(c2cccnc2Oc2ccc(Cl)cc2)OC1=O	·	·	0.68	1172	-0.592	-0.266	-0.281	1.79	·	·	·	-3.2	745	·	·	·	1.0	1299	·
O=S1(=O)C=C(Sc2nc3cc(Cl)ccc3o2)c2ccccc21	i	2.7	2.1	912	-1.79	-0.0681	-0.761	0.115	5.0	1.9	1.6	·	·	-0.7%	-0.7	3.2	6.6	1360	-10.5%
COC(=O)c1ccccc1NC(=O)COC(=O)c1ccccc1N=Nc1ccc(N(C)C)cc1	i	9.6	0.16	1264	-0.187	-0.323	-0.424	0.587	3.7	4.9	0.5	-22.0	608	-2.9%	11.6	-28.6	-1.9	962	-3.5%
Cc1cc(O)c(-c2cc(C(=O)Nc3ccc(S(=O)(=O)N4CCOCC4)cc3)[nH]n2)cc1C	i	18.9	-0.89	1628	-0.0201	-0.221	0.317	0.866	8.4	2.1	11.7	1.7	726	-1.0%	20.2	9.7	3.5	1091	-5.4%
O=C(COC(=O)c1ccc(Cl)nc1)Nc1ccc(S(=O)(=O)N2CCCC2)cc1	i	-15.3	-0.98	1516	-0.684	-0.241	-0.541	0.377	4.6	1.9	4.9	10.8	659	-3.2%	2.5	-1.0	1.0	1062	-3.9%
CC(NC(=O)C(NC(=O)C1CCCN1C(=O)OC(C)(C)C)C(C)C)C(N)=O (stereo not drawn)	i	0.7	·	·	-0.437	-0.265	-0.268	-0.385	4.0	2.8	1.1	-1.1	703	0.0%	-7.9	18.2	-3.6	1140	-2.0%
CCOc1cc(CNCc2cccs2)cc(Br)c1OCC	i	23.1	-0.2	1620	0.171	-0.206	0.716	0.0891	2.6	2.0	6.4	·	·	1.1%	8.6	-4.4	-0.6	1365	-3.4%
O=[N+]([O-])c1cc(F)c2cccnc2c1O	·	·	0.09	1392	0.542	-0.222	0.164	-0.481	·	·	·	5.4	870	·	·	·	-2.3	1098	·
O=C(c1cc(COc2c(F)cccc2F)on1)N1CCC(c2ccccc2F)C1 (stereo not drawn)	i	-9.3	-0.16	1367	-0.654	-0.298	-0.363	0.272	1.4	1.7	8.5	13.3	696	9.5%	43.0	2.4	-0.4	1091	-1.4%
O=C(c1ccc(COCC(F)(F)F)cc1)N1CCN(c2ccccn2)CC1	i	7.0	1.33	1391	-1.36	-0.222	-0.828	1.36	1.6	1.7	7.0	17.0	724	0.0%	-11.6	-1.2	0.1	1590	-3.2%
CCC1(C)CC(CC(=O)O)(c2ccccc2OC)CCO1 (stereo not drawn)	i	4.5	-0.6	1362	-0.303	-0.209	-0.162	0.258	1.8	1.5	7.3	·	·	3.6%	8.6	-5.4	-7.7	1018	-0.4%
O=C(NCC1CCCO1)c1ccc2c(=O)n(-c3ccc(F)cc3)c(=S)[nH]c2c1 (stereo not drawn)	i	-12.9	0.1	1294	-0.632	-0.289	-0.316	0.624	5.5	2.5	8.5	2.0	677	-0.5%	3.9	6.8	-0.9	1129	-2.9%
CC(CCc1ccccc1)NC(=S)NC1CCCCC1 (stereo not drawn)	i	23.8	-2.69	1562	0.424	-0.0795	0.439	-0.506	2.1	0.9	2.0	0.5	703	-0.2%	38.8	23.8	-3.7	1096	-4.0%
O=C(c1ccc(F)cc1)N1CCN(c2cc(N3CCCCC3)c(F)cc2[N+](=O)[O-])CC1	i	-31.7	-0.28	1845	-0.927	-0.163	-0.542	0.164	3.3	2.3	10.5	2.3	708	0.1%	36.8	0.8	0.1	1018	-6.9%

Looked up by compound from above:
SMILES	Autophagy mod	Autophagy mod cell loss 18 h	Insulin prom up	Insulin prom up cell count	Dynein transport	Dynein transport cytoplasmic EGFP	Dynein transport nuclear GR-EGFP	Dynein transport cell count	MT stabilize HCS	MT stabilize HCS Hoechst-high %	MT stabilize HCS cytotoxicity %	Lipid droplet	Lipid droplet cells 6.5 µM	CSM14.1 death rescue	WT yeast gro inh	WT yeast gro inh mutant strain	b-catenin transl	b-catenin transl cell count 5 µM	XIAP displacement
Cc1ccc(NC(=O)CSc2nc(C)c(Cc3ccccc3)c(=O)[nH]2)cc1C	i	13.0	-0.06	1262	1.07	-0.336	0.804	0.189	3.5	1.4	9.5	-11.9	670	-1.1%	-5.1	6.4	-1.0	1052	-7.9%
CCC(C)NC(=O)c1ccccc1C(=O)NC(C)CC (stereo not drawn)	i	22.0	·	·	0.384	1.11	0.338	-0.0455	1.0	1.7	6.8	3.1	706	1.5%	2.2	4.4	·	·	-1.3%
